NCI-60 one-dose screen, 48 h, at 10 µM unless noted. Numbers give growth in % (100 = growth as untreated, 0 = no growth, -100 = all killed).
MCF7 = MCF7 breast cancer. AID 1794796. actives 6.3% (n = 82,000); active = growth percent below 10
* marks the source's active call; other numbers are inactive results; & = joins results of further samples; ! = not confirmed by another sample; [ ] = another dose, or the depositor's remark.

SMILES,MCF7
COC(=O)C(=O)C(C(=O)C(=O)Nc1ccccc1C(C)=O)c1nc2ccc(C(=O)c3ccccc3)cc2[nH]c1=O (stereo not given),2.2*![100 µM]
CC1C2(C)OC(=N)C(C#N)(C(c3ccco3)O2)C1(C#N)C#N (stereo not given),96[100 µM]
CC(=O)N1CN2C(=O)CCC2c2cc(C)ccc21 (stereo not given),85&88[100 µM]
N#CC1(C#N)C2CCCCC23OC(=N)C1(C#N)C(c1ccco1)O3 (stereo not given),-54*[100 µM]
COc1cc([C@@H]2OC[C@@H]3C(c4cc(OC)c5c(c4)OCO5)OC[C@@H]32)cc(OC)c1OC (stereo not given in full),24&89[100 µM]
CCO/C=N\C1=C(C#N)SC2=N/C(=C\c3ccco3)C(=O)N21,42&63[100 µM]
CCO/C=N\C1=C(C#N)SC2=N/C(=C\c3ccc(OC)cc3)C(=O)N21,49&59[100 µM]
Cc1csc(-n2nc(C)cc2C)n1,77&92[100 µM]
COC(=O)c1cc(C#N)[nH]c1-c1ccsc1,-89*[100 µM]
CCOC(=O)c1nnsc1NN=C(C)C,82&98[100 µM]
C=C1C2CCC3(CCC4C5(C)CCCC4(C=[N+](CCO)C5)C3C2)C1O (stereo not given),83&85[100 µM]
O=C(O)c1n[nH]nc1Cl,81&94[100 µM]
N#Cc1ccccc1NC(=O)C(=O)c1c(O)c2ccccc2oc1=O,66&82[100 µM]
O=C1c2ccccc2-c2c1c1ccccc1c(=O)n2Cc1ccccc1,56&100[100 µM]
Cc1ccc(C(=O)Nc2ccc(S(=O)(=O)O)c3cc(S(=O)(=O)O)cc(S(=O)(=O)O)c23)cc1NC(=O)c1cccc(NC(=O)Nc2cccc(C(=O)Nc3cc(C(=O)Nc4ccc(S(=O)(=O)O)c5cc(S(=O)(=O)O)cc(S(=O)(=O)O)c45)ccc3C)c2)c1 (tested in a mixture with another compound),69&114&66&120&33&108[50 µM]

Given field by field: 2 of the compounds above.
COC(=O)c1cc(C#N)[nH]c1-c1ccsc1
  MCF7: -89*[100 µM]

CCO/C=N\C1=C(C#N)SC2=N/C(=C\c3ccc(OC)cc3)C(=O)N21
  MCF7: 49&59[100 µM]

Carrying on:
SMILES,MCF7
Cc1ccc(NC2=N/C(=C/c3ccccc3)C(Cl)=N2)cc1,75&71[100 µM]
O=C(CCc1ccc(O)c(O)c1)c1ccc(O)c(O)c1O,-73*[100 µM]
CCC1(CC)C(=O)N(C(=O)c2cc(OC)c(OC)c(OC)c2)N(C(=O)c2cc(OC)c(OC)c(OC)c2)C1=O,82&74[50 µM]
CC1C2(C)OC(=N)C(C#N)(C(C)O2)C1(C#N)C#N (stereo not given),98[100 µM]
CCc1cccc(C(C)C)c1NC(=O)C(=O)Nn1c(=S)[nH]c2ccccc2c1=O,71&90[100 µM]
Cc1ccc(/C=N/Nc2ccccn2)s1,0.2*![100 µM]
CC(=O)c1cccc(NC(=O)C(=O)c2c(O)c3ccccc3oc2=O)c1,88&100[100 µM]
COC(=O)C1CC23C4=C(CCC41)CCC1CN4CC(C)C(CC(OC(C)=O)C12COC(C)=O)C43O (stereo not given),67&72[100 µM]
O[C@H]1[C@H]2[C@H](O)C[C@H](CCOCc3ccccc3)CN2C[C@H]1O,81&124[100 µM]
N#CSc1nc[nH]c1C(N)=O,57&83[100 µM]
COc1ccc(OC)c(N(CN2C(=O)CCC2C(=O)O)C(C)=O)c1 (stereo not given),96&86[100 µM]
Cc1c2c(c(C)c3c[n+](C)ccc13)Oc1ccccc1O2,-100*[100 µM]
O=C1NC(=S)NC1C(Cc1ccccc1)c1ccco1 (stereo not given),3.8*![100 µM]
COc1ccc2cc1Oc1ccc(cc1)CC1c3cc(OC)c(cc3CCN1C)Oc1c(OC)c(OC)cc3c1C(C2)N(C)CC3 (stereo not given),-98*![75 µM]
CSc1nc[nH]c1C(N)=S,76&93[100 µM]

20 compounds from above, ordered by SMILES length, ascending:
SMILES,MCF7
O=C(O)c1n[nH]nc1Cl,81&94[100 µM]
N#CSc1nc[nH]c1C(N)=O,57&83[100 µM]
Cc1csc(-n2nc(C)cc2C)n1,77&92[100 µM]
CCOC(=O)c1nnsc1NN=C(C)C,82&98[100 µM]
Cc1ccc(/C=N/Nc2ccccn2)s1,0.2*![100 µM]
COC(=O)c1cc(C#N)[nH]c1-c1ccsc1,-89*[100 µM]
O=C1NC(=S)NC1C(Cc1ccccc1)c1ccco1 (stereo not given),3.8*![100 µM]
O=C(CCc1ccc(O)c(O)c1)c1ccc(O)c(O)c1O,-73*[100 µM]
Cc1c2c(c(C)c3c[n+](C)ccc13)Oc1ccccc1O2,-100*[100 µM]
Cc1ccc(NC2=N/C(=C/c3ccccc3)C(Cl)=N2)cc1,75&71[100 µM]
N#Cc1ccccc1NC(=O)C(=O)c1c(O)c2ccccc2oc1=O,66&82[100 µM]
COc1ccc(OC)c(N(CN2C(=O)CCC2C(=O)O)C(C)=O)c1 (stereo not given),96&86[100 µM]
CC(=O)c1cccc(NC(=O)C(=O)c2c(O)c3ccccc3oc2=O)c1,88&100[100 µM]
C=C1C2CCC3(CCC4C5(C)CCCC4(C=[N+](CCO)C5)C3C2)C1O (stereo not given),83&85[100 µM]
CCO/C=N\C1=C(C#N)SC2=N/C(=C\c3ccc(OC)cc3)C(=O)N21,49&59[100 µM]
O[C@H]1[C@H]2[C@H](O)C[C@H](CCOCc3ccccc3)CN2C[C@H]1O,81&124[100 µM]
COC(=O)C1CC23C4=C(CCC41)CCC1CN4CC(C)C(CC(OC(C)=O)C12COC(C)=O)C43O (stereo not given),67&72[100 µM]
CCC1(CC)C(=O)N(C(=O)c2cc(OC)c(OC)c(OC)c2)N(C(=O)c2cc(OC)c(OC)c(OC)c2)C1=O,82&74[50 µM]
COc1ccc2cc1Oc1ccc(cc1)CC1c3cc(OC)c(cc3CCN1C)Oc1c(OC)c(OC)cc3c1C(C2)N(C)CC3 (stereo not given),-98*![75 µM]
Cc1ccc(C(=O)Nc2ccc(S(=O)(=O)O)c3cc(S(=O)(=O)O)cc(S(=O)(=O)O)c23)cc1NC(=O)c1cccc(NC(=O)Nc2cccc(C(=O)Nc3cc(C(=O)Nc4ccc(S(=O)(=O)O)c5cc(S(=O)(=O)O)cc(S(=O)(=O)O)c45)ccc3C)c2)c1 (tested in a mixture with another compound),69&114&66&120&33&108[50 µM]

(list continues)
SMILES,MCF7
C[C@]12CC[C@@H]3c4ccc(OS(N)(=O)=O)cc4CC[C@H]3[C@@H]1CCC2=O,45&15[100 µM]
CCOC(=O)c1cnc2n(c1=N)[C@H]1CCCC[C@@H]1N2,79&95[100 µM]
Cc1nc2c(=O)[nH]c3ccccc3c2o1,92&79[100 µM]
N#Cc1nc(C2CCC2)oc1N,65&86[100 µM]
CCOc1ccc(NC(=O)/C(=N\N)C(C(=O)OC)c2nc3ccc(Cl)cc3[nH]c2=O)cc1 (stereo not given),60&73[100 µM]
CCCCC1C(=O)N(c2ccc(S(=O)(=O)Nc3ccccn3)cc2)N(c2ccc(O)c(C(=O)O)c2)C1=O (stereo not given),87&121[100 µM]
O=C1C=CC(=O)N1n1c(-c2ccccc2)n[nH]c1=O,78&86[100 µM]
COc1ccc(C2C3=C(N=C4SC(C(C)=O)=C(C)N42)c2ccccc2CC3)cc1 (stereo not given),16&24[100 µM]
C[C@]1(CO)[C@H]2CC[C@@]34C=C[C@@](CO)(CC[C@H]3[C@]2(C)CC[C@H]1O)C4,53&35[100 µM]
COC(=O)c1c(C#N)[nH]c(-c2ccsc2)c1C(=O)OC,13&49[100 µM]
Cc1ccc(/C=N/Nc2nncc3ccccc23)s1,4.3*![100 µM]
O=c1[nH]c(Nc2cccc(CC(F)(F)F)c2)nc2nc[nH]c12,73&87[100 µM]
CC(=O)OC(C)c1cc2c(s1)C(=O)c1ccsc1C2=O (stereo not given),-99*[100 µM]
CC(C)=CCc1cc(C2COc3cc4c(c(O)c3C2=O)C=CC(C)(C)O4)c(O)cc1O (stereo not given),-83*[100 µM]
CC(C)O/N=C/c1cc(NC(=S)OC(C)C)ccc1Cl,3.7*[100 µM]
CCOc1ccccc1NC(=O)C(=O)C(/C(=N/N)C(=O)OC)c1nc2ccc([N+](=O)[O-])cc2[nH]c1=O (stereo not given),52&67[100 µM]
O=C(O)CCCOc1cc(-c2ccccc2F)nc2cc3c(cc12)OCO3,-50*[100 µM]
Cc1ccc(F)cc1NC(=O)O/N=C(\Cl)C(C)C,46&72[100 µM]
N#Cc1c(SCc2ccccc2)nc(-c2ccccc2)[nH]c1=S,-27*[100 µM]
CSc1nc(Br)nc2ncn(C3CC(Oc4ccc(C)cc4)C(COc4ccc(C)cc4)O3)c12 (stereo not given),-36*![100 µM]
Nc1nc(NCCOCP(=O)(O)O)c(N)c(=O)[nH]1,76&87[100 µM]
NC(=O)c1ccccc1NC(=O)C(=O)C(c1cnc2ccc([N+](=O)[O-])cc2n1)[N+](=O)[O-] (stereo not given),17&36[100 µM]
O=C1C[C@@H](c2ccccc2)NCCCCN(O)CCCN1,78&96[100 µM]
O=C(O)CN(CC(=O)O)Cc1cc2c(cc1O)Oc1cc(O)c(CN(CC(=O)O)CC(=O)O)cc1C21OC(=O)c2ccccc21,76&86[100 µM]
CCOC(=O)C(=O)C(/C(=N/N(C)C)C(=O)Nc1ccc(C)cc1C)c1nc2ccccc2[nH]c1=O (stereo not given),71&104[100 µM]

A portion of the library, so the mix of outcomes need not match the whole.
